Bioassay records as filed in PubChem.
Sm TGR block = qHTS Assay for the Inhibitors of Schistosoma Mansoni Peroxiredoxins; Schistosoma mansoni thioredoxin glutathione reductase (TGR), Q962Y6; purified TGR, DTNB reduction, TNB absorbance 405 nm; Potency, µM (series often up to 114 µM), without a hit: top-dose activity change, negative = inhibition, actives largely listed as inhibitors; 3% of 360,000 active; AID 485364, 2010; also: potency is read from the fitted curve at half-maximal effect; nearly all actives have a fitted effect of over 60% in size
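First, TGR (20 nM dispensed) and NADPH were mixed with compound. Second, a 15 min room-temperature incubation followed. Third, further NADPH and then DTNB were added to start the reaction. Finally, TNB absorbance was monitored kinetically.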
HCV inh = qHTS Assay for Inhibitors of Hepatitis C Virus (HCV). Huh7.5.1 HCVcc-Cre infection, luciferase reporter, 44 h. Potency, µM (top dose mostly 41.8 µM), without a hit: at the top dose activity change, negative = inhibition, usual class: inhibitors. 3.4% of 340,000 active. AID 651820, 2012; also: potency is read from the fitted curve at half-maximal effect
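Antiviral activity was scored by luciferase reporter output from cells infected with HCVcc-Cre (~0.5 moi) in presence of compound, 44 h infection period, cells seeded 1,000/well 4 h prior.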
AmpC no deterg = qHTS Inhibitors of AmpC Beta-Lactamase (assay without detergent). P00811. Potency, µM (highest dose often 57.1 µM), for inactives: at the highest dose activity change, negative = inhibition, hits mostly inhibitors. AmpC nitrocefin hydrolysis, absorbance 480 nm, 0.0001% Triton. 0.52% of 330,000 active. AID 485341, 2010;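 also: potency is read from the fitted curve at half-maximal effect; plate controls were no compound for no effect and no enzyme for full effect; nearly all actives have a fitted effect of over 20% in size; some results filed as inactive show a strong effect at the top dose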
Target sequence (P00811 whole entry, looked up): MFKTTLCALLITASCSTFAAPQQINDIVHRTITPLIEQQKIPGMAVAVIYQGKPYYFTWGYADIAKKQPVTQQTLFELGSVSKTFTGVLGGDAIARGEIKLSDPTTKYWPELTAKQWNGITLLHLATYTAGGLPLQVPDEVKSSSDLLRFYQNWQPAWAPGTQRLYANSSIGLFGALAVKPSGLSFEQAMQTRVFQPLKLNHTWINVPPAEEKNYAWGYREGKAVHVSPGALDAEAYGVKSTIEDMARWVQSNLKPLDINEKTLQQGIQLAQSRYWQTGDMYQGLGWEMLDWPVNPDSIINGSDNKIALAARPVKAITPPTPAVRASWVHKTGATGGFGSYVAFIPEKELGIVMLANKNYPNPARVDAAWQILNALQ
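AmpC (5.3 nM in the dispensed reagent) in 20 mM phosphate pH 7.0 with 0.01% (detergent screen) or 0.0001% Triton X-100 was preincubated with compounds for 15 min at room temperature. Nitrocefin was then added from an 800 uM solution, and hydrolysis was followed at 480 nm.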
AmpC inh detg = qHTS Inhibitors of AmpC Beta-Lactamase (assay with detergent) | 0.041% of 370,000 active | AID 485294, 2010 | P00811 | Potency, µM (doses to about 114 µM), without a hit: at the highest dose activity change, negative = inhibition, usual class: inhibitors | AmpC hydrolysis of nitrocefin, absorbance 480 nm, 0.01% Triton;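 also: potency is read from the fitted curve at half-maximal effect; 0% = no-compound wells and -100% = no-enzyme wells; nearly all actives have a fitted effect of over 25% in size; some results filed as inactive show a strong effect at the top dose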
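20 mM phosphate pH 7.0 + 0.01% (detergent screen) or 0.0001% Triton X-100; 5.3 nM AmpC reagent; cpd preinc 15 min RT; nitrocefin (800 uM stock) to start; A480 q20 s × 4 min; Activity was normalised to no-enzyme and no-compound control wells.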
HCMV antiviral = qHTS Assay for inhibitors of the human cytomegalovirus (HCMV). HFF cells, HCMV-luciferase reporter, 72 h; hits give low values. 4.5% of 410,000 active. activity change, negative = inhibition, % at 57.5 µM. AID 1259415, 2018; in the data active = activity change below about -60%; inconclusive = no clear call, values can overlap the other calls; inactive = above about -39%
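After 16 h attachment at 37C, HFF cells received test compound and HCMV-luciferase (1 PFU/cell); reporter luminescence read 72 h later, data normalized against buffer-only and known inhibitor Salinomycin.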
Giardia FBPA inh = qHTS Assay for Inhibitors of Fructose-1,6-bisphosphate Aldolase from Giardia Lamblia. A8B2U2. purified Giardia FBPA. Potency, µM (highest dose often 59.6 µM), for inactives: at the top dose activity, negative = inhibition, usual class: inhibitors. 0.71% of 290,000 active; also: potency is read from the fitted curve at half-maximal effect; nearly all actives have a fitted effect of over 55% in size
Target sequence (A8B2U2 whole entry, looked up): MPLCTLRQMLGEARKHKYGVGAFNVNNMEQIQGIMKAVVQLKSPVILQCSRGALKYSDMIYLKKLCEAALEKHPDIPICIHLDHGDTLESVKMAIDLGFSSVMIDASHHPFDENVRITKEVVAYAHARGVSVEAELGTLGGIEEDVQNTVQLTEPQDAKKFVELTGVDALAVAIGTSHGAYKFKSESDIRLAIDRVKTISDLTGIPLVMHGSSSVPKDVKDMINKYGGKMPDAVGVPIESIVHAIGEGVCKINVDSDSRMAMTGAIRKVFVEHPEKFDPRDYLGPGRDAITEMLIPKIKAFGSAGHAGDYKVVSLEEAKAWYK
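40 nM FBPA preincubated 10 min at RT with compound (up to 57.5 uM final), then substrate plus GAPDH/TPI/NAD/arsenate coupling and diaphorase/resazurin added. Fluorescence read after 20 min at RT, 525/598 nm.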
* hit, by the source's call; ? = inconclusive; · = not tested or not shown; & = joins results of further samples; [ ] = remark or other dose. Unless noted, calls follow the shape of the dose curve; as a rule, active = well fitted curve in the direction sought with a large enough effect; inconclusive = small, poorly fitted or top-dose-only effect, or another doubt; inactive = no such curve, though single readings can be large; an effect the other way counts as inactive or inconclusive. Unless noted, % is scaled to controls: 0 for no effect and ±100 for the full control effect.

SMILES	Sm TGR block	HCV inh	AmpC no deterg	AmpC inh detg	HCMV antiviral	Giardia FBPA inh
O=C(Nc1cc(NC(=O)c2ccccc2F)ccc1Cl)c1ccccc1	3%	?	-28%	1%	8	22%
CC(C)c1ccc(NS(=O)(=O)c2cccc3cccnc23)cc1	-26%	-6%	-21%	?	-39	-7%
Cc1ccc(NC(=O)c2oc3ccccc3c2NC(=O)Cc2cccs2)cc1	-1%	·	·	8%	15	·
CCOC(=O)C1(Cc2ccccc2C)CCCN(C(=O)CN2C(=O)CSC2=O)C1 (stereo unspecified)	-18%	11%	120%[activator]	-4%	-22	6%
O=S(=O)(c1ccccc1)N1N=C(c2ccccc2)CC1c1ccccc1 (stereo unspecified)	4%	-27%	-31%	5%	-74*	-2%
CC1CCCCC12NC(=O)N(CC(=O)OCC(=O)Nc1ccc(F)cc1[N+](=O)[O-])C2=O (stereo unspecified)	·	-8%	-18%	·	-11	·
COC(=O)c1ccccc1NC1=C/C(=N\S(=O)(=O)c2cccs2)c2ccccc2C1=O	?	8.9µM*	-55%	0%	-30	?
COc1ccccc1N(CC(=O)NCCSCc1ccc(Cl)cc1)S(C)(=O)=O	-11%&9%	?	110%[activator]	0%&6%	-33&-25	5%
C/C(=N\NC(=O)CSc1nc(C)cc(C)n1)c1cccc([N+](=O)[O-])c1	4%	24%	-15%	3%	38	3%
COc1ccc(CNC(=O)C(C)n2nc(C)n3c(cc4occc43)c2=O)cc1 (stereo unspecified)	-29%	-19%	-8%	-6%	-22	·
COc1cccc(CNC(=O)CSCC(=O)Nc2ccc(C)cc2)c1	-2%	-1%	-26%	-8%	-13	·
O=c1oc2ccccc2cc1-c1cn(-c2ccccc2)c(=S)[nH]1	-10%	?	-21%	?	-86*	1%
Cc1nc2ccccc2c(C)c1CC(=O)N(CC(C)C)c1c(N)n(Cc2ccccc2)c(=O)[nH]c1=O	-3%	?	63%[activator]	0%	-22	·
CCCCCCCC(=O)NC(Oc1ccccc1[N+](=O)[O-])C(Cl)(Cl)Cl (stereo unspecified)	0%	28%	-7%	?	-16	1%
COc1cc(-c2nc3ccc(N4CCN(C)CC4)cc3[nH]2)cc(OC)c1OC	5%	7.9µM*	-4%	3%	91	?
c1ccc(Cc2nnc3sc(-c4ccccn4)nn23)cc1	-9%	?	-14%	-6%	19	27%
COc1ccccc1OCCCCN1CCCCC1	2%	3%	-7%	4%	77	?
CC(=O)Nc1ccc(NC(=O)c2cc3sccc3n2Cc2ccc(Cl)cc2)cc1	5%	·	·	7%	19	·
Cc1ccc(C(=O)NNC(=O)Cc2cccs2)cc1	6%	33%[activator]	-2%	0%	57	1%
CCN(CC)S(=O)(=O)c1ccc2c3c(cccc13)C(=O)N2	0%	3%	-31%	?	105	-1%
Cc1cc(C)cc(-c2nnc(SCC(=O)NC3CC3)o2)c1	4%	0%	-11%	9%	-10	·
CC(C)OC(=O)CSc1nnc2n1C(C)(C)Cc1ccccc1-2	0%	-4%	-12%	-3%	-28	8%
COc1cccc(C(=O)n2nc(-c3cccnc3)nc2NCc2ccc(F)cc2)c1	5%	·	·	25%	-5	·
Cc1ccc(OCc2ccc(C(=O)N3CCCC3)o2)c([N+](=O)[O-])c1	-21%	?	29%	-4%	-28	8%
CC(=O)N1N=C2/C(=C/c3ccccc3)CCCC2C1c1ccccc1 (stereo unspecified)	15%	-23%	-19%	-4%	18	-9%
N#C/C(=C\c1ccc(-c2ccc(C(=O)O)cc2)o1)C(=O)Nc1ccc(F)cc1	-7%	16%	-25%	-13%	33	-22%
O=C(NNC(=S)Nc1cccc(Cl)c1)c1ccccc1OC(F)F	-1%	?	-34%	?	7	24%
O=C1OCCN1C(=O)[C@H]1[C@H](c2ccccc2)C(c2ccccc2)=NN1c1ccc(Br)cc1	·	-23%	-27%	·	20	-12%
c1ccc2oc(-c3ccn[nH]3)cc2c1	27%	0%	-18%	?	13	-7%
CCOC(=O)c1c(NC(=O)CN2C(=O)c3ccccc3C2=O)sc(Cc2ccc3c(c2)OCO3)c1C	-3%	12%[8.37 µM]	?	?	17	4%
Cc1ccccc1CNS(=O)(=O)c1c(C(=O)N2CCCC2)c(C)n(C)c1C	-25%	22%	1%	-2%	-28	-1%
CCOC(=O)COn1c(=O)c(-c2ccc(OCC)cc2)[n+]([O-])c2ccccc21	-2%	4%	-12%	0%	?	7%
O=C(c1cccc(F)c1F)N1CCCC1	7%	1%	-10%	3%	2	-1%
O=C(CSc1cccs1)Nc1ccc2ccccc2c1	-25%	-26%	-46%	-3%	40	-1%
O=C(c1ccccc1)N1CCCOC1c1ccccc1 (stereo unspecified)	2%	1%	3%	-12%	-3	-4%
O=C(NNS(=O)(=O)c1ccc([N+](=O)[O-])cc1)C(=O)Nc1cccc(C(=O)O)c1	-6%	19%	-10%	1%	57	?
O=C(CSc1ncc2c(n1)-c1ccccc1N(Cc1ccc(F)cc1)S2(=O)=O)c1ccc(Cl)cc1	2%	·	·	6%	2	·
O=C1N(c2ccccc2)C(c2cccnc2)N2CCCN12 (stereo unspecified)	-7%	-17%	-12%	0%	41	7%
CSc1nc(C)c(C(=O)C[n+]2ccc(C)cc2)cc1C#N	2%	?	-11%	1%	20	2%
CCOc1cc(CNc2ccc(O)cc2)ccc1OCc1ccc(Cl)cc1	45µM*	·	·	-2%	-21	·
COc1cc(C(=O)NC(=S)Nc2ccc3c(c2)C(=O)N(C)C3=O)cc(OC)c1OC	3%	10µM*	-12%	3%	13	?
O=C(C1CCCN(c2ncnc3c2nc2n3CCCCC2)C1)N1CCN(c2ccccc2F)CC1 (stereo unspecified)	-4%	?	185%[activator]	-9%	9	·
COc1ccccc1CNC(=O)CCC1N=C2c3ccccc3N=C(SCC(=O)NCCc3ccc(OC)c(OC)c3)N2C1=O (stereo unspecified)	-13%	·	·	4%	-16	·
Cc1ccc(N=C2NC(=O)/C(=C\c3ccc(C)s3)S2)cc1	1%	8%	-6%	8%	-38	-3%
CCCn1nc(NC(=O)C2CCCO2)c2cc3cc(C)ccc3nc21 (stereo unspecified)	2%	-24%	44%	5%	60	-6%
CCN(CC)c1ccc(/C=N/NC(=O)c2cccc(S(=O)(=O)N3CCOCC3)c2)c(O)c1	-23%	?	34%	?	-75*	2%
O=C(CCc1c[nH]c2ccccc12)NCCc1ccc(Cl)cc1	-9%	?	-4%	-4%	?	10%
Cc1ccccc1CNC(=O)c1ccc(CSCc2ccccc2)cc1	1%	-6%	?	-2%	-17	-5%
Cc1cc(NC(=O)COC(=O)c2oc3c(ccc4ccccc43)c2C)no1	2%	5%	-45%	3%	55	3%
Cn1c(=S)ccc2ccccc21	1%	5%	-3%[11.4 µM]	?	-15	-7%
O=c1c(/C=N/O)coc2ccc3ccccc3c12	-2%	-26%	-30%	?	57	4%
COc1cccc(CNC(=O)CCc2c(C)nn(-c3ccc(N4CCCC4)nn3)c2C)c1	2%	·	·	7%	?	·
C/C(CC(=O)Nc1ccc(Br)cc1)=N\NC(=O)c1cccc(O)c1	-15%	3%	-25%	?	97	-17%
COc1ccc(OCCNC(=O)Nc2cc(F)c(F)cc2Cl)cc1	9%	-12%	-44%	-9%	-11	0%
O=C1CCN(Cc2ccccc2)CCN1[C@H](COc1ccccc1)c1ccccc1	-6%	-1%	94%[activator]	-10%	21	7%
Cc1cc2ccccc2n1CCNC(=O)c1cccs1	?	-36%	5%	?	38	-13%
CN1C(=O)S/C(=C/c2cccn2-c2cccc(C(=O)O)c2)C1=O	·	14%	-19%	5%	51	24%
COc1ccc(CNC(=O)Cn2c(=O)oc3cc(S(=O)(=O)NCc4ccccc4)ccc32)cc1	12%	·	·	3%	0	·
O=C1C(Cc2ccccc2)NC(=S)N1c1ccccc1 (stereo unspecified)	12%	15%	-6%	-2%	39	7%
COc1ccc(Cc2nnc(NC(=O)c3cccc(C)c3)s2)cc1	-2%	-1%	-18%	-4%	-28	2%

Reprinted from above, 7 compounds:
SMILES	Sm TGR block	HCV inh	AmpC no deterg	AmpC inh detg	HCMV antiviral	Giardia FBPA inh
COc1ccc(OCCNC(=O)Nc2cc(F)c(F)cc2Cl)cc1	9%	-12%	-44%	-9%	-11	0%
O=C1CCN(Cc2ccccc2)CCN1[C@H](COc1ccccc1)c1ccccc1	-6%	-1%	94%[activator]	-10%	21	7%
Cc1cc2ccccc2n1CCNC(=O)c1cccs1	?	-36%	5%	?	38	-13%
CN1C(=O)S/C(=C/c2cccn2-c2cccc(C(=O)O)c2)C1=O	·	14%	-19%	5%	51	24%
COc1ccc(CNC(=O)Cn2c(=O)oc3cc(S(=O)(=O)NCc4ccccc4)ccc32)cc1	12%	·	·	3%	0	·
O=C1C(Cc2ccccc2)NC(=S)N1c1ccccc1 (stereo unspecified)	12%	15%	-6%	-2%	39	7%
COc1ccc(Cc2nnc(NC(=O)c3cccc(C)c3)s2)cc1	-2%	-1%	-18%	-4%	-28	2%

Carrying on:
SMILES	Sm TGR block	HCV inh	AmpC no deterg	AmpC inh detg	HCMV antiviral	Giardia FBPA inh
Cc1ccccc1CN1CCC(CNc2ncnc3onc(-c4ccc(Cl)cc4)c23)CC1	2%	·	·	16%	3	·
COc1ccc(NC(=S)NC2CCCCC2)cn1	-14%	11%	-20%	-11%	-87*	-6%
C/C=C/C1=CC(=O)C[C@H](c2ccc(F)cc2)C1	?	-3%	-17%	2%	-11	·
C[C@H](NC(=O)c1ccc(C(C)(C)C)cc1)C(=O)N1CCN(C/C=C/c2ccccc2)CC1	·	?	193%[activator]	·	0	·
Cc1nn(C)c2c1c(C(F)(F)F)cc(=O)n2C(C)C(=O)NCCc1ccccc1 (stereo unspecified)	-4%	·	·	2%	-2	·
O=S(=O)(Nc1ccc(Cl)cn1)c1cccs1	-3%	-1%	-7%	?	12	-13%
COc1ccc(CN2CC(=O)N(c3ccc(Cl)cc3)C2=S)cc1OC	-13%	-29%	14%	-1%	3	12%
Cc1cnc(NC(=O)c2sc(Nc3ccccc3)nc2N)o1	6%	?	-23%	1%	68	-3%
c1ccc(-n2ncc3c(NC4CCCC4)ncnc32)cc1	7%	·	·	1%	100	·
CCOc1ccc(C(Nc2ccc(C)cc2)P2(=O)OCCCO2)cc1 (stereo unspecified)	3%	-1%	64%[activator]	-3%	62	2%
COC(=O)C(C)Sc1nnc(Cc2cc(=O)[nH]c(=O)[nH]2)n1-c1ccc(Cl)cc1 (stereo unspecified)	5%	·	-15%	0%	22	-7%
Cc1ccc2[nH]c3c(c2c1)CCc1cn[nH]c1-3	?	14µM*	-23%	?	17	?
CCCCCN(C(=O)CCC(=O)OCCOc1ccc(OCC)cc1)c1c(N)n(CCCC)c(=O)[nH]c1=O	8%	?	149%[activator]	-12%	-14	·

An excerpt of these results, bar-delimited:
mol | Sm TGR block | HCV inh | AmpC no deterg | AmpC inh detg | HCMV antiviral | Giardia FBPA inh
C[C@H](NC(=O)c1ccc(C(C)(C)C)cc1)C(=O)N1CCN(C/C=C/c2ccccc2)CC1 | · | ? | 193%[activator] | · | 0 | ·
Cc1nn(C)c2c1c(C(F)(F)F)cc(=O)n2C(C)C(=O)NCCc1ccccc1 (stereo unspecified) | -4% | · | · | 2% | -2 | ·
